# Compound activity deposited in PubChem by several laboratories.
# PHOSPHO1 block = PubChem AID 1565; recombinant PHOSPHO1, absorbance phosphatase assay; actives 1.1% (n = 290,000); inhibition, % at 13.3 µM; in the data active means inhibition above about 60%
# Target sequence (Q8TCT1 whole entry, looked up): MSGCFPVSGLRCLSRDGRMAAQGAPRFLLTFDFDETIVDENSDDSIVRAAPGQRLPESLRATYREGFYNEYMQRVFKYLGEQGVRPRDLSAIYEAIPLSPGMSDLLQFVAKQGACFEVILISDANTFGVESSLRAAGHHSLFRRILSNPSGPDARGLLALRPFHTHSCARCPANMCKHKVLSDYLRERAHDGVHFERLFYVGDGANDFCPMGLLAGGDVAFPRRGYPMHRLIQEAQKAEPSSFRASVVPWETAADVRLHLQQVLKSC
# pCIP destab = p/CIP-EGFP fusion destabilizers, primary screen, fluorescence, F442A cells; Q05BA5; 16 h; decrease of EGFP signal, % at 10 µM; actives 0.01% (n = 290,000); AID 1984, 2009;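 active means EGFP signal decrease of at least 30% at 10 µM or well 3 SD below plate mean, unless failing retest; inactive means the rest, including hits failing retest or dose response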; further: some compounds called inactive have numbers as strong as hits; many of its hits are not listed in these tables
# MEKK3 PB1 HTS = modulators of MEKK3-MEK5 PB1 binding, primary screen, biochemical, wildtype MEKK3, multiplex bead flow cytometry, Alexa488-MEK5 | binding response (% of control), % at 10 µM | Mitogen-activated protein kinase kinase kinase 3 (Homo sapiens), Q99759 | actives 1.4% (n = 290,000) | bead-based flow cytometry, Alexa488-MEK5 binding to MEKK3; actives lie on both sides; 0 = blocked by unlabeled MEK5, 100 = vehicle;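 active means binding response more than 3 SD above or below the average of its plate-row segment, actives on both sides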;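 further: Alexa488 bead fluorescence after subtracting the streptavidin-only scavenger bead signal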
# Target sequence (Q99759 whole entry, looked up): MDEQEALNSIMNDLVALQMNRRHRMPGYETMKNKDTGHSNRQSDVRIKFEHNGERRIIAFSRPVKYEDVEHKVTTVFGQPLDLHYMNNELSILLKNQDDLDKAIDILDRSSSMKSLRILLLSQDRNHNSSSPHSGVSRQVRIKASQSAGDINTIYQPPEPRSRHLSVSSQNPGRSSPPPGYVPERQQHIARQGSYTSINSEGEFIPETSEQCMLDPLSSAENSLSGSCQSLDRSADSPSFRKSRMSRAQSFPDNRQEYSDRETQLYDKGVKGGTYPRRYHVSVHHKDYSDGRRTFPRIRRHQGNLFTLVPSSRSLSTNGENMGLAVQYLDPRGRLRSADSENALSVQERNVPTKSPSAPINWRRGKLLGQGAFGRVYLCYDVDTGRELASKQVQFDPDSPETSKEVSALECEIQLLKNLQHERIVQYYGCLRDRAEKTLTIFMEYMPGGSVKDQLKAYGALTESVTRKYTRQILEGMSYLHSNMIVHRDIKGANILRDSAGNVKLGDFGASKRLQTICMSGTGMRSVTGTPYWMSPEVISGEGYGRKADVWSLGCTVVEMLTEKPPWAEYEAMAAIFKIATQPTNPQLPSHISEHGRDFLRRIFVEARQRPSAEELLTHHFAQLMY
# * hit, by the source's call; x = not tested or not shown.
SMILES,PHOSPHO1 block,pCIP destab,MEKK3 PB1 HTS
CC(C)c1cc(C(C)C)c(S(=O)(=O)N2c3ccccc3[C@]3(Br)C[C@H]4C(=O)N[C@@H](Cc5ccccc5)C(=O)N4[C@H]23)c(C(C)C)c1,x,x,102
COC(=O)c1sc2nc(N3CCCCC3)c3c(c2c1N)CC(C)(C)N(C)C3,x,x,109
CC1(C(=O)NCCCNc2ncc(C(F)(F)F)cc2Cl)C=CC2(CCCCC2)N1C(=O)c1ccccc1 (stereo unspecified),x,x,102
Oc1oc(-c2cccc3ccccc23)nc1C=NCc1ccccc1,x,x,97
CCN(CC)CCCN1C(=O)C(O)=C(C(=O)c2ccco2)C1c1cc(OC)ccc1OC (stereo unspecified),-10,8,x
CNCCCOc1ccc(C(C)(C)c2ccccc2)cc1,28,0,x
CCc1ccc(NC(=O)c2ccc3ncsc3c2)cc1,6,-11,x
Cn1c(=O)c2c(nc(N3CCOCC3)n2CC(=O)c2ccccc2)n(C)c1=O,7,11,x
CC1Cc2ccccc2N1C(=O)CSc1nnc(-c2ccc(S(=O)(=O)N3CCCCC3)cc2)o1 (stereo unspecified),16,1,x
Cc1ccc2cc(CN(Cc3cccs3)Cc3nnnn3C(C)(C)C)c3nnnn3c2c1,-12,-14,x

# 5 of the entries above in order of the pCIP destab value, high to low:
SMILES,PHOSPHO1 block,pCIP destab,MEKK3 PB1 HTS
CCN(CC)CCCN1C(=O)C(O)=C(C(=O)c2ccco2)C1c1cc(OC)ccc1OC (stereo unspecified),-10,8,x
CC1Cc2ccccc2N1C(=O)CSc1nnc(-c2ccc(S(=O)(=O)N3CCCCC3)cc2)o1 (stereo unspecified),16,1,x
CNCCCOc1ccc(C(C)(C)c2ccccc2)cc1,28,0,x
CCc1ccc(NC(=O)c2ccc3ncsc3c2)cc1,6,-11,x
Cc1ccc2cc(CN(Cc3cccs3)Cc3nnnn3C(C)(C)C)c3nnnn3c2c1,-12,-14,x

# Following part
SMILES,PHOSPHO1 block,pCIP destab,MEKK3 PB1 HTS
CCn1cc(C(=O)NCc2ccc3c(c2)OCO3)c(=O)c2ccc(C)nc21,-13,0,x
Cn1c(O)c(C=Nc2ccc(Cc3ccncc3)cc2)c(=O)n(C)c1=O,-25,-11,x
Cc1ccc(OCc2nn3c(-c4n[nH]c5c4CCC5)nnc3s2)cc1,31,-16,x
COC(=O)c1c(N)n(-c2ccc(N3CCOCC3)cc2)c2nc3ccccc3nc12,1,-16,x
Cc1ccc(S(=O)(=O)NCCC(=O)N2CCCCC2)cc1,1,-10,x
Cc1cc(NC(=O)CSc2nnc3c(C)cc4cc5c(cc4n23)OCO5)no1,29,3,x
CCN(CC)CCCN1C(=O)C(O)=C(C(=O)c2ccc(C)o2)C1c1cccs1 (stereo unspecified),-3,-7,x
CCCn1c(=O)c(C(=O)Nc2cnccn2)c(O)c2ccccc21,29,-8,x
Cc1ccc(S(=O)(=O)c2cc3c(=O)n4cccc(C)c4nc3n(CC3CCCO3)c2=N)cc1 (stereo unspecified),10,-6,x
NCc1ccc(-c2nc3ccccc3o2)cc1,32,-2,x
Cn1c(=O)c2c(SCC(=O)NCC3CCCO3)nc(-c3cccs3)nc2n(C)c1=O (stereo unspecified),1,0,x
Cc1cc(Oc2ccccc2)nc2ccc(O)cc12,16,-4,x
Cn1c(=O)c2c(nc(SCC(=O)N3CCc4ccccc43)n2Cc2ccccc2)n(C)c1=O,20,-2,x
CCn1c(SCC(=O)Nc2ccccc2C(=O)OC)nc2c1c(=O)n(C)c(=O)n2C,1,9,x
COCCN1CN=C(Nc2nc(C)c3ccc(C)cc3n2)NC1,-8,-6,x
COc1cccc(C2/C(=C(\O)c3c(C)nc4c(C)cccn34)C(=O)C(=O)N2CCCN(C)C)c1OC (stereo unspecified),16,-2,x
CSC1=C(C#N)C(c2ccccc2Cl)C2=C(CCCC2=O)N1 (stereo unspecified),-3,3,x
COc1cccc(/C(O)=C2/C(=O)C(=O)N(CCCN(C)C)C2c2cccc(Cl)c2)c1 (stereo unspecified),2,1,x
CSCc1nnc(NC(=O)c2ccc(S(=O)(=O)N(CC(C)C)CC(C)C)cc2)o1,35,-11,x
Cn1c(N2CCN(C(=O)C34CC5CC(CC(C5)C3)C4)CC2)nc2ccccc21,15,-2,x

# The final 7 records of the section before lead into the next.
SMILES,PHOSPHO1 block,pCIP destab,MEKK3 PB1 HTS
CCn1c(SCC(=O)Nc2ccccc2C(=O)OC)nc2c1c(=O)n(C)c(=O)n2C,1,9,x
COCCN1CN=C(Nc2nc(C)c3ccc(C)cc3n2)NC1,-8,-6,x
COc1cccc(C2/C(=C(\O)c3c(C)nc4c(C)cccn34)C(=O)C(=O)N2CCCN(C)C)c1OC (stereo unspecified),16,-2,x
CSC1=C(C#N)C(c2ccccc2Cl)C2=C(CCCC2=O)N1 (stereo unspecified),-3,3,x
COc1cccc(/C(O)=C2/C(=O)C(=O)N(CCCN(C)C)C2c2cccc(Cl)c2)c1 (stereo unspecified),2,1,x
CSCc1nnc(NC(=O)c2ccc(S(=O)(=O)N(CC(C)C)CC(C)C)cc2)o1,35,-11,x
Cn1c(N2CCN(C(=O)C34CC5CC(CC(C5)C3)C4)CC2)nc2ccccc21,15,-2,x
COc1cccc(C(=O)NCC2CCCO2)c1 (stereo unspecified),35,2,x
OC(CNC1CCCCC1)CN1CCN(CC(O)CNC2CCCCC2)CC1 (stereo unspecified),-12,-17,x
Cc1noc2nc(-c3cccs3)cc(-c3nnc4n3CCCCC4)c12,20,-5,x
CCCCC(CC)Cn1c2nc3ccccc3nc2c2c(=N)oc(C)nc21 (stereo unspecified),20,-8,x
CCCC(=O)N1CCN(c2ccc(C(=O)c3ccc(OC)c(Br)c3)cc2F)CC1,12,-9,x
COc1cccc2[nH]c3c(N4CC(C)CC(C)C4)ncnc3c12 (stereo unspecified),-37,-13,x
Cc1nc(SCc2nnc(-c3ccc(Cl)cc3)o2)c2c3c(sc2n1)CCC3,-13,-7,x
CCOc1cc(-c2ccc3c(c2)OCO3)cc(=O)c2c(C)oc(C)c12,-13,-6,x
Cc1cc(C)c2c(=O)n(CC(=O)N3CCC(Cc4ccccc4)CC3)sc2n1,-28,-10,x
COc1ccc(C2C(C(C)=O)=C(O)C(=O)N2CCN(C)C)cc1OC (stereo unspecified),13,-2,x
Cc1ccc2c(C)nc(NC3=NCN(CCc4ccccc4)CN3)nc2c1,-16,-14,x
COc1cccc(C2/C(=C(\O)c3c(C)nc4c(C)cccn34)C(=O)C(=O)N2CCCN(C)C)c1 (stereo unspecified),5,-1,x
Nc1nc(-c2cccnc2)nn1C(=O)c1ccco1,-18,-8,x
Cc1ccc(S(=O)(=O)NC(=O)N2CCC(C)CC2)cc1,-18,-9,x
Cc1sc2nc(-c3cccs3)nc(N3CCCN(C)CC3)c2c1C,-33,6,x
Cc1ccc(-n2nc(C)c(C3C(C#N)=C(N)OC4=C3C(=O)CC(C)(C)C4)c2Cl)cc1 (stereo unspecified),4,-4,x
Cn1c(=O)c2c3c(sc2n2c(SCc4ccc5c(c4)OCO5)nnc12)COC(C)(C)C3,15,-6,x
CCCn1c(SCC(=O)Nc2sc(C)c(C)c2C(=O)OC)nc2c1c(=O)n(C)c(=O)n2C,6,6,x
CCCCSc1nnc2c(n1)OC(C(=O)c1ccccc1)Nc1ccccc1-2 (stereo unspecified),90*,8,x
COc1ccc(CSc2nnc3n(C)c(=O)c4c5c(sc4n23)CCCC5)cc1,11,4,x
O=C(CCCCC(=O)N1CCN(c2ccccc2)CC1)N1CCN(c2ccccc2)CC1,-25,-18,x
CCOC(=O)c1cc2c(=O)n3cc(C)ccc3nc2n(Cc2cccnc2)c1=N,11,0,x
O=c1c2c3nc4ccccc4nc3n(-c3cccc(F)c3)c2ncn1Cc1ccc2c(c1)OCO2,3,-13,x
Cc1sc2nc3n(c(=O)c2c1C)Cc1ccccc1-3,20,-21,x
O=C(NCc1ccco1)c1cccn2c(=O)c3cc4ccccc4cc3nc12,100*,-10,x
Cc1ccc(S(=O)(=O)c2cc3c(=O)n4cccc(C)c4nc3n(Cc3ccco3)c2=N)cc1C,19,-8,x
CC1CCc2c(sc3ncnc(SCC(=O)N4CCN(C(=O)c5ccco5)CC4)c23)C1 (stereo unspecified),-16,1,x
CC1=CC(C)(C)N(C(=O)C(C)N2C(=O)c3ccccc3C2=O)c2c(C)cc(C)cc21 (stereo unspecified),1,-1,x
Cc1ccc2nc(NC3=NCN(C4CCCCC4)CN3)nc(C)c2c1,-23,-6,x
c1ccc(N(c2ccccc2)c2nc(N3CCOCC3)nc(N3CCOCC3)n2)cc1,-7,-11,x
Clc1ccc(-c2nn3c(-c4ccncc4)nnc3s2)c(Cl)c1,-4,-3,x
Clc1ccc2nc(NC3=NCN(CCN4CCOCC4)CN3)nc(-c3ccccc3)c2c1,0,-13,x
CCOc1ccc2nc(NC3=NCN(Cc4ccco4)CN3)nc(C)c2c1,-10,-4,x
Cc1ccc(Cn2c(SCC(=O)Nc3cccc(C)n3)nc3c2c(=O)n(C)c(=O)n3C)cc1,-12,-3,x
COc1cc(-c2nc(-c3ccc(-c4ccccc4)nc3OC)no2)cc(OC)c1OC,5,-2,x
CCOCCCNC(=O)c1cn(C)c2ccc(S(=O)(=O)N(C)C3CCCCC3)cc2c1=O,7,3,x
c1cncc(-c2nc(Oc3ccc(-c4nnco4)cc3)c3c4c(sc3n2)CCCC4)c1,23,9,x
COc1ccccc1-c1nn2c(-c3ccccc3Cl)nnc2s1,-5,3,x
Cc1ccc(CN2C(=O)/C(=C3\SC(N4CCOCC4)=NC3=O)c3cc(Br)ccc32)cc1,-3,1,x
O=C(O)CN1CCOCCOCCN(CC(=O)O)CCOCCOCC1,12,-27,x

# Quoted at random: 3 compounds from above
SMILES,PHOSPHO1 block,pCIP destab,MEKK3 PB1 HTS
CCOCCCNC(=O)c1cn(C)c2ccc(S(=O)(=O)N(C)C3CCCCC3)cc2c1=O,7,3,x
O=C(O)CN1CCOCCOCCN(CC(=O)O)CCOCCOCC1,12,-27,x
Cc1ccc(Cn2c(SCC(=O)Nc3cccc(C)n3)nc3c2c(=O)n(C)c(=O)n3C)cc1,-12,-3,x

# Remaining list, next part
SMILES,PHOSPHO1 block,pCIP destab,MEKK3 PB1 HTS
CCCOc1ccc(/C(O)=C2/C(=O)C(=O)N(CCN(CC)CC)C2c2ccncc2)cc1 (stereo unspecified),-37,-7,x
Cc1cc2nc(NC3=NCN(CCN4CCOCC4)CN3)nc(C)c2cc1C,10,-9,x
CN(C)CCCN1C(=O)C(=O)/C(=C(/O)c2ccc(OCc3ccccc3)cc2)C1c1cccnc1 (stereo unspecified),-2,-14,x
COc1ccc(-c2nnc3n2N=C(c2ccccc2)CS3)cc1OC,6,6,x
O=[N+]([O-])c1ccc(-c2ccc(/C=N/c3c(-c4ccco4)nc4ccccn34)o2)c(Cl)c1,18,0,x
CCn1c(SCC(=O)Nc2nc3c(s2)CCCC3)nc2c1c(=O)n(C)c(=O)n2C,-3,-2,x
Cc1ccc(-c2nn(-c3ccccc3)c3[nH]c(=O)c(CNCCN(C)C)cc23)cc1,-13,-4,x
COc1ccc(-c2nnc3sc(-c4ccc(Br)o4)nn23)cc1OC,43,-9,x
CCCn1c(=NC(=O)c2ccc3c(c2)OCO3)c(C#N)cc2c(=O)n3cccc(C)c3nc21,-3,12,x
CC12CN3CC(C)(CN(C1)C31C(=O)N(Cc3ccccc3)c3ccccc31)C2=O (stereo unspecified),-1,-18,x
CC(=O)c1sc(-c2c(C)nc3sccn23)nc1C1CCCC1,7,-12,x
Cc1ccccc1NC(=O)c1c(O)c2cccc3c2n(c1=O)CCC3,-4,-2,x
COc1cccc(C2/C(=C(/O)c3ccncc3)C(=O)C(=O)N2CCCN(C)C)c1 (stereo unspecified),9,6,x
Cn1c(=O)c(C(=O)Nc2cnccn2)c(O)c2ccccc21,-9,1,x
COc1ccc(-n2c(NC(=O)c3ccc(Br)o3)c(C#N)c3nc4ccccc4nc32)cc1,16,1,x
CC1(C)CN=C(N2CCN(C3=NCC(C)(C)S3)CC2)S1,9,-7,x
c1csc(-c2nn3c(-c4ccncc4)nnc3s2)c1,-36,1,x

# Some of the compounds tested (hit frequency here may not be typical).
